Assay outcomes from PubChem.
Anesthetic bind = qHTS Assay for Identification of Novel General Anesthetics. Ferritin light chain (Equus caballus), P02791. apoferritin/1-aminoanthracene competitive binding, fluorescence. Potency, µM (doses to about 77.5 µM), for inactives: top-dose activity change, negative = displacement, hits mostly inhibitors. hit rate 0.074% among 350,000; note: % is set by controls: 0 for no effect and ±100 for the full control effect; nearly all actives have a fitted effect of over 20% in size
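Horse-spleen apoferritin (10 uM) was mixed with 50% saturated 1-aminoanthracene in PBS, exposed to compounds for 10 min at room temperature, and read for fluorescence (ex 380 nm, em 535 nm). Competitive displacement was fitted with a four-parameter Hill equation.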
POLI inh = qHTS for Inhibitors of Polymerase Iota; AID 588590, 2011; Pol iota fluorescent replication assay, 10 min; DNA polymerase iota (Homo sapiens), Q9UNA4; hit rate 1% among 390,000; Potency, µM (titrated, usually from 115 µM), without a hit: at the highest dose activity, negative = inhibition, hits mostly inhibitors
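Pol iota at 10 nM preincubated 15 min with compounds at room temperature; reaction started with fluorescent substrate, 50 nM final. Fluorescence read kinetically at 0 and 10 min; buffer-only wells as negative control.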
BAZ2B inh = qHTS Assay for Inhibitors of BAZ2B | AlphaScreen BAZ2B-H3K14Ac peptide displacement | Potency, µM (series often up to 114 µM), without a hit: top-dose activity change, negative = inhibition, most hits filed as inhibitors | hit rate 4.4% among 360,000 | AID 504333, 2011; note: % is set by controls: 0 for no effect and ±100 for the full control effect; nearly all actives have a fitted effect of over 60% in size
Target sequence (Q9UIF8 whole entry, looked up): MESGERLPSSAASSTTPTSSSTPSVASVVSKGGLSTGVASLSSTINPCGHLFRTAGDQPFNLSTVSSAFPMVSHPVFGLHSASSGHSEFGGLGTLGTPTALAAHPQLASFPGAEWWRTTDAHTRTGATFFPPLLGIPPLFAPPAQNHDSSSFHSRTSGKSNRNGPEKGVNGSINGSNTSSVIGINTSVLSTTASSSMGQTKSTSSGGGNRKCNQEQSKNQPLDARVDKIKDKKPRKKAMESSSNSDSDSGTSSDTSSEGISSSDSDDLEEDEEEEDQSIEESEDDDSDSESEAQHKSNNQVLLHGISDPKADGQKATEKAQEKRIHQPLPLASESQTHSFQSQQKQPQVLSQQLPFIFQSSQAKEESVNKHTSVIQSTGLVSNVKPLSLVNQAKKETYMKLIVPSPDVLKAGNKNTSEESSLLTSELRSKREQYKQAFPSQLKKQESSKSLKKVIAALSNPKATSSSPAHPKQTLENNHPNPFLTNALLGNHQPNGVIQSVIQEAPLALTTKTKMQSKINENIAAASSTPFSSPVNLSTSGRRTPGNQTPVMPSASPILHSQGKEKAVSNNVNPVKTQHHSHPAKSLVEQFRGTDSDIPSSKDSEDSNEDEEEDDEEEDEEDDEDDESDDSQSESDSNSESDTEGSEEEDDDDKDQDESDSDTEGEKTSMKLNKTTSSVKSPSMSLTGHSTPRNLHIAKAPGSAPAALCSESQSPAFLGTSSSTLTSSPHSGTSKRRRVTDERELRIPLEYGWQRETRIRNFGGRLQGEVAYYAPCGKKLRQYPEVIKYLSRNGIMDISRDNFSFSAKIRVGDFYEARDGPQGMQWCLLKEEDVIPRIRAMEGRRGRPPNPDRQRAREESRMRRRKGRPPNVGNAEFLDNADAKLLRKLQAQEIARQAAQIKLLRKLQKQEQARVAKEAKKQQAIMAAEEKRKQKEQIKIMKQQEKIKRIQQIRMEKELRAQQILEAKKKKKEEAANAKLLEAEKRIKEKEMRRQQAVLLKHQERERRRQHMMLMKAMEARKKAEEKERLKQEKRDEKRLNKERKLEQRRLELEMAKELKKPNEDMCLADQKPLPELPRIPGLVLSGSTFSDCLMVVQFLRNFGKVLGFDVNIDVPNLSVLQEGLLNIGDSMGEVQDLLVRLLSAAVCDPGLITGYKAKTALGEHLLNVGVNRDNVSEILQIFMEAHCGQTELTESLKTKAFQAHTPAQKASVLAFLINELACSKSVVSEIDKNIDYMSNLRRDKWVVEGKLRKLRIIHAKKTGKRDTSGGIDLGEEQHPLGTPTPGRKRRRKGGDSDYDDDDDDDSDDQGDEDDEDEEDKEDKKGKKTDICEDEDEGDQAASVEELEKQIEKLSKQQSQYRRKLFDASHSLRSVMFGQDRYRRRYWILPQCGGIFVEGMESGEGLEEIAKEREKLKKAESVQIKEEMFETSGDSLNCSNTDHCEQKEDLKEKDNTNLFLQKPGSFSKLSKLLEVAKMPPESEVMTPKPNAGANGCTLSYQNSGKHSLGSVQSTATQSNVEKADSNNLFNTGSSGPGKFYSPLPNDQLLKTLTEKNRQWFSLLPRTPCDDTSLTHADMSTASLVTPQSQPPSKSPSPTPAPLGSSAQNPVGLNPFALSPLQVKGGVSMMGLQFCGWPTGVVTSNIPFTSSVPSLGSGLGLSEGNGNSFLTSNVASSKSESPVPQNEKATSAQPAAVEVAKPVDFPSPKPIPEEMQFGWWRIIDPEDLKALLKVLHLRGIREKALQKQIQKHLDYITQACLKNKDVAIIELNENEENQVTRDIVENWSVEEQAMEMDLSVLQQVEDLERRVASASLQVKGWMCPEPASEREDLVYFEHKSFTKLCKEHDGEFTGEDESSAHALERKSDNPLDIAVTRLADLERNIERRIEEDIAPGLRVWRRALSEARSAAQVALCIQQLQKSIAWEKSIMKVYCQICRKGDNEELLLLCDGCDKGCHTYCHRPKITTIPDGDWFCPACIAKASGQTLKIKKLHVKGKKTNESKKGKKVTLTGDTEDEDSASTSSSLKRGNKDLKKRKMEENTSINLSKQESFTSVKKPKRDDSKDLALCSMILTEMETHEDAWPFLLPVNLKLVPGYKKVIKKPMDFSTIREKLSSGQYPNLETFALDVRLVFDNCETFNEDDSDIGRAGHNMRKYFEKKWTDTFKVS
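BAZ2B (50 nM) with biotin-H3(5-23)K14Ac peptide (50 nM) in PBS pH 7.4, 0.01% Tween-20, preformed 30 min, then compound 30 min at room temperature; top concentration 110uM. AlphaScreen streptavidin donor/nickel chelate acceptor beads (10 ug/mL final), 20 min dark, signal read.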
G9a block = qHTS Assay for Inhibitors of Histone Lysine Methyltransferase G9a. Histone-lysine N-methyltransferase EHMT2 (Homo sapiens), Q96KQ7. G9a H3K9 monomethylation, AlphaScreen, 2 h. Potency, µM (titrated, usually from 102 µM), inactives show top-dose activity, negative = inhibition, most hits filed as inhibitors. hit rate 8.8% among 350,000. AID 504332, 2011; note: % is set by controls: 0 for no effect and ±100 for the full control effect; nearly all actives have a fitted effect of over 75% in size
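Quantitative HTS format: methyltransferase activity on a biotin-tagged H3K9 peptide is measured by AlphaScreen, using a rabbit anti-monomethyl-H3K9 antibody with streptavidin donor and anti-IgG acceptor beads. Final levels are 20 nM enzyme, 500 nM peptide, 20 uM SAM; 2 h RT.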
POLB inh = qHTS Assay for Inhibitors of DNA Polymerase Beta. Potency, µM (titrated, usually from 114 µM), for inactives: top-dose activity change, negative = inhibition, most hits filed as inhibitors. hit rate 1.3% among 340,000. Pol beta primer extension/strand displacement, fluorescence kinetic. P06746. AID 485314, 2010; note: % is set by controls: 0 for no effect and ±100 for the full control effect
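Homogeneous kinetic assay of primer extension and strand displacement by 10 nM Pol beta, preincubated 15 min at room temperature with compound before 50 nM substrate (final) was added. Read at 0 and 10 min; four-parameter Hill fit.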
APEX1 inh = qHTS Assay for Inhibitors of the Human Apurinic/apyrimidinic Endonuclease 1 (APE1). DNA repair nuclease/redox regulator APEX1 (Homo sapiens), P27695. recombinant APE1, TAMRA/BHQ-2 abasic DNA cleavage fluorescence. Potency, µM (doses to about 65.8 µM), for inactives: top-dose activity change, negative = inhibition, hits mostly inhibitors. hit rate 0.35% among 350,000;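 note: plate controls were vehicle for no effect and reference inhibitor for full effect; nearly all actives have a fitted effect of over 55% in size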
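Measures dequenching upon AP-site incision of a 5'-TAMRA/3'-BHQ-2 THF-containing duplex, 50 nM; human APE1 0.75 nM after 15 min room-temperature exposure to compound; kinetic three-point read at one-minute spacing.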
BLM inh = qHTS Assay for Inhibitors of Bloom's syndrome helicase (BLM); recombinant BLM DNA unwinding, fluorescence dequenching; Potency, µM (series often up to 56.1 µM), for inactives: at the highest dose activity change, negative = inhibition, most hits filed as inhibitors; hit rate 0.2% among 350,000;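 note: plate controls were vehicle for no effect and no enzyme for full effect; nearly all actives have a fitted effect of over 35% in size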
POLH inh = qHTS for Inhibitors of Polymerase Eta; DNA polymerase eta (Homo sapiens), Q9Y253; hit rate 1.2% among 390,000; recombinant Pol eta, fluorescent DNA replication assay; AID 588591, 2011; Potency, µM (titrated, usually from 114 µM), for inactives: at the highest dose activity change, negative = inhibition, actives largely listed as inhibitors; note: % is set by controls: 0 for no effect and ±100 for the full control effect
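Fluorescent replication assay: 50 nM final substrate added after a 15 min room-temperature compound preincubation with 10 nM enzyme. Signal taken at 0 min and again at 10 min.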
Pol kappa inh = qHTS for Inhibitors of Polymerase Kappa | DNA polymerase kappa (Homo sapiens), Q9UBT6 | purified Pol kappa, fluorescent DNA synthesis assay, 10 min | Potency, µM (titrated, usually from 107 µM), for inactives: at the top dose activity, negative = inhibition, hits mostly inhibitors | hit rate 0.53% among 400,000 | AID 588579, 2011; note: % is set by controls: 0 for no effect and ±100 for the full control effect
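Fluorescent qHTS in 1536-well format: enzyme (10 nM) and compound sat 15 min at room temperature before 50 nM substrate (final) was added. Signal taken at 0 and 10 min; no-enzyme buffer wells were negative controls.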
An asterisk follows results filed as active; ? = inconclusive; . = no result given; & = joins results of further samples; [ ] = another dose, or the depositor's remark. Calls come from the whole dose curve; as a rule, active = well fitted curve in the direction sought with a large enough effect; inconclusive = small, poorly fitted or top-dose-only effect, or another doubt; inactive = no such curve, though single readings can be large; an effect the other way counts as inactive or inconclusive. Potency is the fitted concentration of half-maximal effect. Not all compounds are listed (hit frequency here may not be typical).

SMILES	Anesthetic bind	POLI inh	BAZ2B inh	G9a block	POLB inh	APEX1 inh	BLM inh	POLH inh	Pol kappa inh
CCC[C@@H](NS(=O)(=O)c1ccc(C)cc1)C(=O)Oc1ccc2c3c(c(=O)oc2c1)CCC3	2%	-1%	2%	?	-1%[57.1 µM]	2%	-8%	-17%	-11%
COc1ccc2c(c1OC)C(=O)N(c1ccc(C)cc1)C2	2%	56%[activator]	3%	-4%[12.7 µM]	-2%	-6%	-5%	-8%	-7%
COc1cc(NC(=O)c2cnc(N)o2)cc(C(=O)Nc2cccc(C(F)(F)F)c2)c1	-20%	24%	?	-42%[59 µM]	0%	-5%	-8%	-15%&-23%	2%
COc1ccc(C2=C(C=C(C#N)C#N)C(c3ccccc3C)c3ccccc3O2)cc1OC (stereo unspecified)	-22%	-18%	?	-15%[59 µM]	-10%	0%	-12%	-19%	-5%
COc1ccccc1N1CCN(C(=O)c2cc(=O)c3ccc(C)cc3o2)CC1	-12%	?	-30%	-6%[2.33 µM]	23%	21%	-2%	-3%	10%
O=C(NN=C1C2CC3CC(C2)CC1C3)c1ccccc1O	-6%	-1%	-10%	7%	13%	-2%	0%	2%	-11%
CC(=O)Oc1cccc(/C=N\NC(=O)C(=O)N/N=C/c2cccc(OC(C)=O)c2)c1	.	5%	-3%	3%[59 µM]	.	-5%	.	-9%	-17%
COc1ccccc1/C=C/C(=O)OC(C)CN1CCCCC1 (stereo unspecified)	-6%	58%[activator]	-20%[57.1 µM]	?	0%	70%[activator]	-4%	8%	3%
CCOC(=O)C1C(=O)CC(O)(c2ccccc2)CC1c1ccccc1 (stereo unspecified)	-17%	26%	4%	-21%	-1%	1%	-5%	-14%	-12%
CCOc1ccc(CCNC(=O)COC(=O)Cc2c[nH]c3ccccc23)cc1OCC	.	19%	-25%	?	.	20%	.	-21%	-5%
CCN(CC)S(=O)(=O)c1ccc(N2CC(C(=O)NCCC3=CCCCC3)CC2=O)cc1 (stereo unspecified)	.	1%	-7%	2%[12.7 µM]	.	2%	.	-14%	-7%
COC(=O)[C@]1(C)N[C@H](CN(C)C(=O)Nc2ccccc2)[C@@H]2C(=O)N(C)C(=O)[C@@H]21	.	-1%	.	.	.	8%	.	-4%	-8%
C=CCSc1nsc(NC(=O)Nc2ccc(F)cc2)n1	-2%	2%	29%	.	0%	7%	-3%	-17%	-3%
COc1ccc(S(=O)(=O)N2CCOCC2)cc1NC(=O)[C@@H]1CCCN1C(=O)c1cccs1	-5%	38%[activator]	5%	-37%	15%	26%	-3%	-2%	-2%
O=C(c1ccc(S(=O)(=O)N2CCc3ccccc3C2)cc1)N1CCCCC1	-21%	1%	-14%	-19%	4%	-7%	-3%	-2%	-5%
COc1ccc(NS(=O)(=O)c2cccc(NC(=O)c3ccc(Cl)nc3)c2)cc1	-13%	52%[activator]	-24%	22%[12.7 µM]	3%	-9%	-14%	-7%	-17%
CC(=O)NC(CC(=O)O)C(=O)O (stereo unspecified)	-1%	21%	?	-42%[59 µM]	.	?	2%	2%	7%
COCC(=O)N1CCC2(CC1)CN(C(c1ccccc1)c1ccccc1)C2	.	.	.	4%[12.7 µM]	.	4%	4%	.	-3%[60.1 µM]
Cn1c(=O)c2c(nc(Br)n2Cc2ccccc2Cl)n(C)c1=O	-15%	-13%	4%	?	39%	17%	0%	-19%	-8%
COc1ccccc1C(CNC(=O)COc1cc(C)ccc1Cl)N1CCCC1 (stereo unspecified)	.	11%	-6%	-48%	.	-6%	.	-2%	-12%

As a working copy, eight of the compounds above:
SMILES	Anesthetic bind	POLI inh	BAZ2B inh	G9a block	POLB inh	APEX1 inh	BLM inh	POLH inh	Pol kappa inh
C=CCSc1nsc(NC(=O)Nc2ccc(F)cc2)n1	-2%	2%	29%	.	0%	7%	-3%	-17%	-3%
COc1ccc(S(=O)(=O)N2CCOCC2)cc1NC(=O)[C@@H]1CCCN1C(=O)c1cccs1	-5%	38%[activator]	5%	-37%	15%	26%	-3%	-2%	-2%
O=C(c1ccc(S(=O)(=O)N2CCc3ccccc3C2)cc1)N1CCCCC1	-21%	1%	-14%	-19%	4%	-7%	-3%	-2%	-5%
COc1ccc(NS(=O)(=O)c2cccc(NC(=O)c3ccc(Cl)nc3)c2)cc1	-13%	52%[activator]	-24%	22%[12.7 µM]	3%	-9%	-14%	-7%	-17%
CC(=O)NC(CC(=O)O)C(=O)O (stereo unspecified)	-1%	21%	?	-42%[59 µM]	.	?	2%	2%	7%
COCC(=O)N1CCC2(CC1)CN(C(c1ccccc1)c1ccccc1)C2	.	.	.	4%[12.7 µM]	.	4%	4%	.	-3%[60.1 µM]
Cn1c(=O)c2c(nc(Br)n2Cc2ccccc2Cl)n(C)c1=O	-15%	-13%	4%	?	39%	17%	0%	-19%	-8%
COc1ccccc1C(CNC(=O)COc1cc(C)ccc1Cl)N1CCCC1 (stereo unspecified)	.	11%	-6%	-48%	.	-6%	.	-2%	-12%

The list continues:
SMILES	Anesthetic bind	POLI inh	BAZ2B inh	G9a block	POLB inh	APEX1 inh	BLM inh	POLH inh	Pol kappa inh
Cc1ccc(NC(=O)CSCC(=O)NC2=NCCS2)cc1	.	-13%	-19%	?	.	21%	.	-12%	-8%
Cc1ccc(-n2c(SCC(=O)N3CCOCC3)nc(O)c(Cc3ccccc3)c2=O)cc1	-3%	-27%	-17%	33%	4%	42%[activator]	-2%	1%	?
O=C(Nc1nc2c(s1)CCc1ccccc1-2)c1cccs1	-2%	-3%	8%	?	-5%	-5%	-7%	-15%	-16%
O=C(/C=C/c1ccc(F)cc1)c1cc(Br)ccc1O	-17%	59%[activator]	-3%	100%[activator]	8%	-1%	0%	-19%	5%
O=C(c1ccco1)N1C(=O)c2cccc3c(S(=O)(=O)N4CCCC4)ccc1c23	-3%	-8%	11%	19%[59 µM]	-11%	-4%	1%	-4%	-5%
CN(C)CCCOC(=O)c1ccc(Cl)cc1Cl	-5%	?	3%	4%[59 µM]	26%	-4%	4%	-13%	-5%
COc1ccc(N2C(C)=CS/C2=C(/C#N)c2nnc(N3CCOCC3)n2-c2ccccc2)cc1	-9%	?	?	?	11%	-4%	2%	1%	-1%
Cc1sc2ncnc(NCCCN3CCCC3=O)c2c1C	-6%	25%	-26%	?	7%	-2%	0%	-20%	-10%
O=C(NCCc1c[nH]c2ccccc12)c1c(Cl)nc2sccn12	-2%	11%	17%	-7%	1%	5%	-5%	?	-12%
COc1ccc(S(=O)(=O)NC2CCCCC2)c(C)c1C	?	2%	-2%	3%[12.7 µM]	0%	2%	-1%	-13%	-3%
COc1cccc(NC(=S)NCc2ccccn2)c1	?	-6%	-30%	?	42%	4%	1%	-9%	-8%
COc1ccc(C)cc1NC(=O)C1CCN(S(=O)(=O)Cc2ccccc2)CC1	5%	34%[activator]	-1%	-10%[59 µM]	0%	.	-1%	-8%	0%
O=C(COc1cccc(C(F)(F)F)c1)NCC(c1cccs1)N1CCOCC1 (stereo unspecified)	.	50%[activator]	7%	39%[12.7 µM]	.	19%	.	-18%	6%
CC1(C)CC(=O)C(CS(=O)(=O)c2ccccc2)=C(O)C1	32µM*	-7%	-10%	?	25%	2%	-1%	-7%	10%
COc1cc2c(cc1OC)CN(Cc1cc(OC)c3c(c1)OCO3)CC2	-14%	3%	50µM*	?	9%	47%	22%	-15%	7%
CC(=O)NC1(C(F)(F)F)C(=O)Nc2c1c(=O)[nH]c(=O)n2CC(C)C (stereo unspecified)	-2%	26%	-22%	28%[59 µM]	18%	15%	-8%	5%	-4%
COc1ccc(-n2c(O)c(/C=N/NS(=O)(=O)c3cccc([N+](=O)[O-])c3)c3ccccc3c2=O)cc1OC	45%[activator]	?	50µM*	40µM*	-20%	0%	-12%	-11%	-9%
COc1ccc(C2CC(c3ccccc3)=NN2S(=O)(=O)c2ccccc2)cc1 (stereo unspecified)	-3%	0%	-4%	.	5%	-8%	-8%	-10%	-9%
CCN(CC)C(=O)C1CCCN(C(=S)Nc2cccc3ccccc23)C1 (stereo unspecified)	1%	22%	-28%	1%[59 µM]	-13%	-4%	-8%	-26%	-15%
Cc1nc2ccccc2c(=O)n1/N=C/c1ccccn1	-6%	16%	-7%	28µM*	14%	8%	0%	7%	0%
Nc1cc(=O)[nH]c(SCC(=O)N2CCCCC2)n1	-2%	44%[activator]	-2%	-3%	16%	1%	-2%	10%	-8%
CCOC(=O)c1c(C)[nH]c(C)c1S(=O)(=O)N1CCCC(C(=O)Nc2ncccc2C)C1 (stereo unspecified)	-1%	3%	3%	6%[59 µM]	-1%	.	-2%	-21%	-10%
COc1ccc(C(=O)CSc2nc(N)nc(SC)c2C#N)cc1	-13%	6%	-3%	?	-3%	5%	-4%	-8%	3%

2 compounds from above, showing only APEX1 inh:
SMILES	APEX1 inh
COc1ccc(N2C(C)=CS/C2=C(/C#N)c2nnc(N3CCOCC3)n2-c2ccccc2)cc1	-4%
Cc1sc2ncnc(NCCCN3CCCC3=O)c2c1C	-2%
